KDM5B inh = KDM5B demethylase inhibition; 2.6% of 220,000 active; KDM5B demethylase, FDH-coupled NADH fluorescence (FDH is formaldehyde dehydrogenase); Q9UGL1; Potency, µM (top dose mostly 57.7 µM), inactives show top-dose activity change, negative = inhibition, usual class: inhibitors; active means well fitted inhibition curve with a large enough effect; inconclusive means small, poorly fitted or top-dose-only effect; inactive means no such curve, though single readings can be large or run the other way; further: 0% is about no effect; nearly all actives have a fitted effect of over 70% in size
Target sequence (Q9UGL1 whole entry, looked up): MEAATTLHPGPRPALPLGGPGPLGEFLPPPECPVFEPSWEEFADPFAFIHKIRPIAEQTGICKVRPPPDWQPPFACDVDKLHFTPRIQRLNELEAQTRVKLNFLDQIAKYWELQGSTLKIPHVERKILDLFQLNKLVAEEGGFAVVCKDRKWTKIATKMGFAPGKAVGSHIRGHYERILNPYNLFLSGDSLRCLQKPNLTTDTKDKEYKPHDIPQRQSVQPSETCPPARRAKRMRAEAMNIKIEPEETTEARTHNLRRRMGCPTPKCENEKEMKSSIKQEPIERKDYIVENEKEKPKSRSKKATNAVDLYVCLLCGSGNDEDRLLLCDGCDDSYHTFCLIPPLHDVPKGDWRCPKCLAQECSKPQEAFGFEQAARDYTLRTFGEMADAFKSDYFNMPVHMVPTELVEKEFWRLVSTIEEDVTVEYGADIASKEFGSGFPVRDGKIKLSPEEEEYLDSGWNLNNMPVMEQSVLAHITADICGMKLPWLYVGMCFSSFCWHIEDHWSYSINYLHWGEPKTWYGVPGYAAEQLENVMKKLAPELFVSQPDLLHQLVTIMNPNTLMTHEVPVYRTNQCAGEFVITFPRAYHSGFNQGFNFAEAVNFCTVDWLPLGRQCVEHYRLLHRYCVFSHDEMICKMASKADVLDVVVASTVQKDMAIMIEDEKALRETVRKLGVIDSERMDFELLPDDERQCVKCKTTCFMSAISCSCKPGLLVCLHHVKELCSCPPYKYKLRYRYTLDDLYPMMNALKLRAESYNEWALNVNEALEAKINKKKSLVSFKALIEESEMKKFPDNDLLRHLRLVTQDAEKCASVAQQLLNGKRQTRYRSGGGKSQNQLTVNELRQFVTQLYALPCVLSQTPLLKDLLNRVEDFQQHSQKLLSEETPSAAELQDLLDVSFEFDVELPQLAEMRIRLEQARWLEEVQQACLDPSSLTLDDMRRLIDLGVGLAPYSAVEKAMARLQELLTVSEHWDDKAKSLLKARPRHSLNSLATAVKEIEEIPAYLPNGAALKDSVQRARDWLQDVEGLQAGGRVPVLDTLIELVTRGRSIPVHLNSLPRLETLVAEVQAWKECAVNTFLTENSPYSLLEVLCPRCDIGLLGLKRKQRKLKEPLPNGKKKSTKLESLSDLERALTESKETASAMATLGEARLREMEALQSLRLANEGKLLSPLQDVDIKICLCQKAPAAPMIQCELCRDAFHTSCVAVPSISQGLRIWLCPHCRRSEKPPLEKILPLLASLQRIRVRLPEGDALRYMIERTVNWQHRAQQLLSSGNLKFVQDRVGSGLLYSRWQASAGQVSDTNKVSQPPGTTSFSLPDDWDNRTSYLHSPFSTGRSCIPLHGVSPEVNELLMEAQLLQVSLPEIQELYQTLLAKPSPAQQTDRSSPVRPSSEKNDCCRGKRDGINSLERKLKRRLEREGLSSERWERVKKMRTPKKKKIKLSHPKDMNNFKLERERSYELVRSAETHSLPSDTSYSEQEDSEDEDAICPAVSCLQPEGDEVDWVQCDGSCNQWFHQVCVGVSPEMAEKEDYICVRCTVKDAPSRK
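Coupled FDH/NAD⁺ fluorescence readout. KDM5BΔAP 200 nM final; compound titration, 10 min RT preincubation; substrate mix 12.5 µM H3K4me3, 25 µM 2-OG, 50 µM Fe(II), 100 µM ascorbate, 0.25 mM NAD⁺, 0.25 U/mL FDH; ΔRFU over 30 min.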
The depositor's hits bear a star; ? = inconclusive; ! = not active in a repeat; [ ] = another dose, or the depositor's remark. Potency means the concentration at half of the fitted maximal effect. A portion of the library, so the mix of outcomes need not match the whole.

SMILES	KDM5B inh
O=C(c1cc(=O)c2ccccc2o1)N(Cc1ccccc1)Cc1ccccc1	0%
Cc1c(C(=O)Nc2cccc(C(F)(F)F)c2)oc2ccc(S(=O)(=O)N(C)C3CCCCC3)cc12	-12%
O=C(CC1=C2CCCCC2NC1=O)Nc1cccc(F)c1 (stereo not given)	-4%
CCN(CC)CC(C)CNC(=O)c1cc(-c2ccc(Br)s2)nc2ccccc12 (stereo not given)	17%
CCOc1ccccc1N1CC(c2nc3ccccc3n2CCCOc2ccccc2)CC1=O (stereo not given)	?
COc1ccc(-c2cc(C(=O)N3CCC(C(N)=O)CC3)c3ccccc3n2)cc1OC	2%
CCn1c(CN2CCCCC2)nc2cc(NC(=O)COc3cc(C)ccc3C(C)C)ccc21	-12%
CCCCn1nc(C(=O)N2CCC(n3c(=O)[nH]c4ccccc43)CC2)c2ccccc2c1=O	17%
CCOc1cccc(NC(=O)c2ccccc2)c1	21%
CN1C(=S)SC(C)(C)C1/[N+]([O-])=C/c1ccccc1 (stereo not given)	13%
Cc1nc2c(c(C)c1CCC(=O)N1CCN(c3ccccc3)CC1)c(=O)n(C)c(=O)n2C	?
CC(C)NC(=O)C1CCc2sc(C(=O)N3CCCCCC3)cc2C1 (stereo not given)	26%
CN(Cc1cccc(F)c1)Cc1ccccc1C(F)(F)F	-14%[86.2 µM]
CCN(CC(=O)NCc1ccc(F)cc1)S(=O)(=O)c1ccc(C)cc1	12%
CCC(C)[C@H](NC(=O)NCc1ccccc1)C(=O)O (stereo not given in full)	11%
O=C(NCc1nc(-c2ccc(C(F)(F)F)cc2)no1)Nc1ccc(F)cc1F	26%
Cc1c(C(=O)N2CCCC2)oc2c1-c1nn(CC(=O)NCc3ccccc3Br)cc1CC2	?
Cc1cc(C)c(-c2nc3ncccc3[nH]2)[nH]1	35µM*!
O=C(NCC1CCCN(C(=O)c2cc(=O)[nH]c(=O)[nH]2)C1)c1cccs1 (stereo not given)	-8%
COc1cc2c(cc1OC)C(C[C@H]1CN(S(=O)(=O)c3ccccc3)CC[C@H]1CC(=O)O)=NCC2	25µM*
CCOc1ccc(NC(=O)N2CCC(Oc3ncccc3C(=O)N3CCCCC3)C2)cc1 (stereo not given)	14%
O=c1cc(-c2ccccc2)c2cc(Cl)c3c(c2o1)CN(Cc1ccccc1)CO3	?
CCOC(=O)c1c(C)oc2nc(C)nc(NCc3cccc(Cl)c3)c12	-1%
COc1cc(-c2cccs2)cc2c1OCCN(C(=O)C(C)Cn1cncn1)C2 (stereo not given)	0%
CC(=O)Nc1cccc(-c2cc3c(cn2)CN(Cc2ccccc2)CCN3)c1	-16%[86.2 µM]
CC1(C)CN=C(SCc2ccc(C(C)(C)C)cc2)NC1	-9%
COc1ccc(C(=O)N[C@@H]2CCC[C@@H]2C(=O)NCc2ccccc2C)cc1	-4%
CC(=O)N1CCc2c(sc3c2c(=O)n(-c2ccccc2)c(=O)n3CC(=O)Nc2ccccc2)C1	-13%
CCOC(=O)C1(Cc2ccc(F)cc2)CCCN(C(=O)c2ccc(C)s2)C1 (stereo not given)	-4%
COCCCNC(=O)CN(c1cc(C(F)(F)F)ccc1Cl)S(C)(=O)=O	23%
CCOc1ccc(NC(=O)CSc2nnc(CC)c(CC)n2)cc1	-12%
O=C(NCc1ccc(Cl)cc1)OCc1ccccc1	14%
COc1cccc([S+](=O)([O-])N2CCC(N3CCCC3=O)CC2)c1	0%[86.2 µM]
Cc1ccc(C(=O)N2CC(N(Cc3cccnc3)S(C)(=O)=O)C2)s1	-3%
COCCNC(=O)[C@H]1C[C@H](Oc2ccccc2)CN1S(=O)(=O)Cc1ccccc1	6%
COc1cc2ccccc2cc1C(=O)Nc1ccc2oc(-c3cccnc3)nc2c1	?
CCOC(=O)c1ccc(N2C(=O)c3n[nH]c(C)c3C2c2ccc(CC)cc2)cc1 (stereo not given)	-8%
COc1ccccc1CNc1nccn(-c2ccc(F)cc2)c1=O	-27%
O=c1[nH]nc2n1CCC(NS(=O)(=O)Cc1ccccc1F)CC2 (stereo not given)	19%
COC(=O)Cc1ccc(NC(=S)NC2CC2)cc1	12%
Cc1ccc2oc(C(=O)N(Cc3ccc(N(C)C)cc3)CC3CCCO3)c(C)c2c1 (stereo not given)	?
Cc1cc(C)cc(NS(=O)(=O)c2ccc3[nH]cc(C(=O)N4CCCCCC4)c(=O)c3c2)c1	?
CCOC(=O)c1cc(-c2ccccc2)n(-c2cccc(C(=O)Nc3ccc(OCC)cc3)c2)c1C	-46%
COC(=O)c1cccc(NC(=S)N[C@H]2CO[C@H]3[C@@H]2OC[C@H]3OC(=O)Nc2cccc(C(F)(F)F)c2)c1	?
Cc1nn2c(c1-c1cccnc1N1CCOCC1)N(Cc1ccccc1)CCC2	?
CC(C)(C)NC(=O)Nc1ccc([C@H]2OCC(=O)N(Cc3ccc(F)cc3)[C@@H]2CO)cc1	-29%[86.2 µM]
CC(=C/C(=O)O)/C=C/c1ccco1	?
O=C1/C(=C\c2cccs2)Sc2ccccc21	-14%
CC(Oc1ccc(Cl)cc1Cl)C(=O)NC(C)c1ccccc1 (stereo not given)	-2%
O=C(c1ccc(F)cc1)C1CCN(Cc2cn[nH]c2-c2ccccc2)CC1	13%
CC1(C)C(=O)N(Cc2ccc(O)cc2)[C@H]2CN(CCCc3ccccc3)C[C@H]2[S+]1(=O)[O-]	-28%
C=Cc1ccc(CN2C(=O)N(c3ccc(CC)cc3)S(=O)(=O)c3ccccc32)cc1	-22%
Cn1cc(C(=O)N2CCN(S(=O)(=O)c3ccccc3F)CC2)c2ccccc21	14%
CCN(CC)C(=O)N1CCC2(CC1)C(OC)C(=O)N2c1cccc(F)c1 (stereo not given)	5%
Cc1ccc(C)c([S+](=O)([O-])c2nnn3c2nc(NC2CCCC2)c2ccccc23)c1	?
Cc1cc(=O)[nH]c2nnc(SCC(=O)Nc3ccc(F)cc3F)n12	2%
NS(=O)(=O)c1ccc(NC(=O)CCCCC(=O)Nc2ccc(S(N)(=O)=O)cc2)cc1	23%
COc1ccc(N2CCN(C(=O)C3CCN(S(=O)(=O)c4cnc[nH]4)CC3)CC2)cc1	-28%
O=S(=O)(NCc1ccc(N2CCCC2)nc1)c1ccc2c(c1)CCCC2	-7%
CCc1ccc(-c2nc(SCC(=O)N3CCCC3c3ccc4c(c3)OCCCO4)n[nH]2)cc1 (stereo not given)	-6%

Later entries.
SMILES	KDM5B inh
CCNC(=O)[C@@H]1C[C@@H](NC(=O)Cn2nccc2C)CN1Cc1ccccn1	?
COc1cccc(N(CC(=O)NC2CCCC2)C(=O)CCCC(=O)Nc2ccccn2)c1	0%
N#Cc1nc(/C=C/c2ccc(F)cc2)oc1N1CCCCC1	?
CCOc1ccccc1NS(=O)(=O)c1c(C(=O)OC)sc2cccc(F)c12	-13%
O=C1CCN(C(=O)C2CCCCC2)CCCC(C(=O)NCc2ccccc2)CCN1 (stereo not given)	-10%
O=C(c1n[nH]c2c1CCC2)N1CCC(c2nccn2Cc2ccccn2)CC1	7%
CC(C)NC(=O)N1CCC(CCOc2ccccc2F)C1 (stereo not given)	4%
COC1CCOC2(CCN(C(=O)Cc3ccccc3F)CC2)C1 (stereo not given)	10%
COc1ccc(CN2CCN(S(=O)(=O)c3ccc(NC(C)=O)cc3)CC2)c(OC)c1OC	?
COC1CCCOC12CCN(C(=O)CCn1c(C)nc3ccccc31)CC2 (stereo not given)	-16%
Cc1c(C(=O)N2CCC(c3nc4ccccc4s3)CC2)oc2cc(Br)ccc12	?
CC(C)c1cc(C(=O)N2CC[C@@](O)(C3CCOCC3)[C@H](C)C2)no1	1%
CC(C)NC(=O)Nc1cccc(-c2noc(-c3cccs3)n2)c1	12%
CCOc1cc(=O)n2c(c1C(=O)Nc1cccc(C)c1)CCCC2	8%
CCc1cccc(C)c1NC(=O)C(CC)CC	11%
CCC(C(=O)OC)n1nnc2sc(-c3ccccc3)cc2c1=O (stereo not given)	?
COC(=O)c1sccc1NC(=O)c1c(F)c(F)c(F)c(F)c1F	-6%
CC(C)(C)C1CCC(C(=O)NN)CC1 (stereo not given)	33%[activator]
CCOc1ccccc1CN1CCC2(CCN(C(=O)Nc3ccccc3)CC2)Oc2ccccc21	-26%
COc1ccc(CCN2C(=O)c3oc4cc(C)cc(C)c4c(=O)c3C2c2ccccc2F)cc1OC (stereo not given)	-25%

KDM5B inh, what is marked active above
SMILES	KDM5B inh
Cc1cc(C)c(-c2nc3ncccc3[nH]2)[nH]1	35µM*!
COc1cc2c(cc1OC)C(C[C@H]1CN(S(=O)(=O)c3ccccc3)CC[C@H]1CC(=O)O)=NCC2	25µM*

Next part:
SMILES	KDM5B inh
Cc1c(Cl)cccc1NC(=O)Nc1nnc(N2CCCCCC2)s1	-23%
COc1ccc(-c2cc(N3CCCC(NC(=O)Cc4cccc(F)c4)C3)n[nH]2)cc1 (stereo not given)	?
COc1ccc(-c2cc3nc4c(c(=O)n3[nH]2)CN(C(=O)c2ccc(C)cc2)CC4)cc1	?
CC(=O)c1ccc(NC(=O)CN2C(=O)CCc3ccccc32)cc1	-16%
CCn1c(=O)n(CC2CCC(C(=O)NC(C)C)CC2)c(=O)c2sccc21 (stereo not given)	4%
O=C(Nc1ccccc1-c1nc(-c2ccco2)no1)c1ccc(Br)o1	-4%
CCOCCCNC(=O)C(NC(=O)c1ccc(CC)cc1)C(C)C (stereo not given)	21%
Cc1ccccc1Nc1nc(-c2cc3cc(Br)ccc3oc2=O)cs1	-7%
O=C1CCN(C(=O)c2cccnc2)CCCC(C(=O)NCCCc2ccccc2)CCN1 (stereo not given)	-13%
COc1cccc(C(=O)N2C(C(=O)N3CCC(C(N)=O)CC3)COC23CCC(C)CC3)c1 (stereo not given)	26%
CC1(c2ccccc2)N(Cc2ccccc2C#N)C(=O)OC12CCN(C(=O)CN1CCOCC1)CC2 (stereo not given)	-15%
O=c1[nH]c(-n2cccc2)c(-c2c(-c3cccc(Cl)c3)[nH]c3[nH]c(=O)[nH]c(=O)c23)c(=O)[nH]1	-14%
O=C(OCc1ccc(Br)cc1)c1ccccc1[N+](=O)[O-]	-15%
CCOc1ccc(NC(=O)CN2C(=O)NC3(CCOCC3)C2=O)cc1	-9%
Cc1ccc(C)c(NC(=O)N2CCC(N3CCN(Cc4ccc(F)cc4)C(=O)C3=O)CC2)c1	-14%
Cc1cc(C(F)(F)F)nc(CNC(=O)c2ccc3cccc(F)c3n2)n1	22µM*
CCn1ccc2sc(C)c(C(=O)NCc3cccc(Cl)c3)c2c1=O	1%
Cc1nnc2ccc(SCC(=O)Nc3ccc(Cl)cc3Cl)nn12	19%
COCc1noc([C@@H]2CN(Cc3ccc4c(c3)CCO4)C[C@H]2COC)n1	-3%
CC(=O)N1CCN(C(=O)C[C@@H]2c3nc(NC(=O)c4cccs4)sc3C[C@@H]3[C@](C)(CO)[C@H](O)CC[C@]32C)CC1	-22%

Filtered by structure: the entries above containing bromine.
SMILES	KDM5B inh
CCN(CC)CC(C)CNC(=O)c1cc(-c2ccc(Br)s2)nc2ccccc12 (stereo not given)	17%
Cc1c(C(=O)N2CCCC2)oc2c1-c1nn(CC(=O)NCc3ccccc3Br)cc1CC2	?
Cc1c(C(=O)N2CCC(c3nc4ccccc4s3)CC2)oc2cc(Br)ccc12	?
O=C(Nc1ccccc1-c1nc(-c2ccco2)no1)c1ccc(Br)o1	-4%
Cc1ccccc1Nc1nc(-c2cc3cc(Br)ccc3oc2=O)cs1	-7%
O=C(OCc1ccc(Br)cc1)c1ccccc1[N+](=O)[O-]	-15%

Grouped by structure, the compounds so far containing an aryl thioether with sulfur outside any ring
SMILES	KDM5B inh
CCOc1ccc(NC(=O)CSc2nnc(CC)c(CC)n2)cc1	-12%
Cc1cc(=O)[nH]c2nnc(SCC(=O)Nc3ccc(F)cc3F)n12	2%
CCc1ccc(-c2nc(SCC(=O)N3CCCC3c3ccc4c(c3)OCCCO4)n[nH]2)cc1 (stereo not given)	-6%
Cc1nnc2ccc(SCC(=O)Nc3ccc(Cl)cc3Cl)nn12	19%

Additional results follow:
SMILES	KDM5B inh
Cc1noc(-c2ccc(OC3CN(C(=O)c4ccco4)C3)cc2)n1	-1%
CCN1C(=O)C2CC3(CCN(C(=O)CCc4c[nH]c5ccccc45)CC3)CN2C1=O (stereo not given)	-14%
N#Cc1ccc(NC(=O)COCc2cc(-c3ccco3)on2)cc1	-26%
OCc1cnc(SCc2ccc(F)cc2)n1Cc1ccc(F)cc1	?
CC(Nc1nc(-c2ccc(CNC(=O)C(C)(C)C)s2)cs1)c1ccccc1 (stereo not given)	-26%
Cc1ccc(S(C)(=O)=O)cc1C(=O)Nc1ccccc1N1CCOCC1	14%
O=C(NCc1ccccc1Cl)C1CCCN(c2ncnc3nc[nH]c23)C1 (stereo not given)	-15%
Cc1ccc(CN(C)CC(=O)NC(C)c2ccccc2C)o1 (stereo not given)	5%
CN1CCC2(C1)CN(CC1CCOCC1)c1ccc(C(=O)NCCCn3ccnc3)cc12 (stereo not given)	40µM*
CC(=O)N1CCN(S(=O)(=O)c2cccc(C(=O)N(C)Cc3ccccc3N3CCCC3)c2)CC1	17%
COc1cccc(C2Cn3nnc(-c4nc(-c5ccccc5C)no4)c3CO2)c1 (stereo not given)	6%
O=C(NCC1CC1)c1cc(-c2ccncc2)nc2ccccc12	5%
O=C(NCCC1CCN(C(=O)Nc2ccc(F)cc2F)CC1)c1cccc(F)c1	0%
COc1ccc([C@@H](NC(=O)c2ccc3nnnn3c2)C2CC(O)C2)cn1 (stereo not given in full)	20%
CCn1cc(C(=O)NCCC(=O)NCCCO)c(=O)c2cc3c(cc21)OCO3	?

From PubChem BioAssay
